# Source: PubChem BioAssay (National Center for Advancing Translational Sciences (NCATS))
# AT treatment: potential ataxia-telangiectasia treatments restoring KAP-1 phosphorylation. AID 485349. Potency, µM (highest dose often 57.5 µM), for the others: at the top dose activation, hits mostly activators. […] A-T fibroblasts, KAP-1 phosphorylation AlphaLISA; neocarzinostatin DNA damage 30 min before lysis. 320,000 tested, 0.19% active; also: potency is read from the fitted curve at half-maximal effect; % of control where 0% means no effect; nearly all actives have a fitted effect of over 45% in size
#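 hTERT-immortalized A-T patient fibroblasts ([…]), 500 cells/well in OPTI-MEM, 1% FBS, got compounds for 60 min, then NCS for 30 min at 37C. Lysates were then assayed for phospho-KAP-1 by AlphaLISA (anti-pKAP1 donor, anti-KAP1 acceptor beads), 6 hr at 25C.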
# Chronic BCR inh: chronic active BCR signaling inhibition. ABC-DLBCL IkBa-CBG/CBR reporter, luminescence ratio, 4 h. Potency, µM (highest dose often 46.1 µM), without a hit: top-dose ratio change, negative = lower green/red ratio, actives largely listed as inhibitors. 340,000 tested, 0.05% active; active = well fitted inhibition curve with a large enough effect in the signal ratio, with a control signal flat, not every such curve was filed as active; inconclusive = small, poorly fitted or top-dose-only effect, or effect the other way, or a change in a side signal; the % refers to the signal ratio;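 also: potency is read from the fitted curve at half-maximal effect; plate controls were basal doxycycline-induced cells for no effect and cells given 10 µM MG132 for full effect; MG132 reads +100%, hits lower the ratio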
#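 Concentration-response series (up to 46 uM) were applied to TMD8 dual-reporter cells for 4 h at 37C with doxycycline. Green/red ratio, after filter-overlap correction, defined %Activity; red signal alone was normalised to basal cells and zero luminescence.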
# ELG1 DNA repair: ELG1-dependent DNA repair inhibition | HEK293T ELG1-luciferase reporter, luminescence, 16 h; DNA damage induced by 5-fluorouridine | Potency, µM (titrated, usually from 46.1 µM), for inactives: at the highest dose activity change, negative = inhibition, usual class: inhibitors | 330,000 tested, 2.3% active | AID 504467; also: potency is read from the fitted curve at half-maximal effect; % is scaled to controls: 0 for no effect and ±100 for the full control effect; nearly all actives have a fitted effect of over 55% in size
#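 Luminescence from the luciferase reporter, measured 30 min after ONE-Glo reagent at room temperature, was the read-out. Beforehand, 2,000 cells per well were exposed for 16 hr at 37 °C to 5-fluorouridine together with compound or vehicle.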
# ASM inhibitor: blocks human secretory acid sphingomyelinase. P17405. placental ASM, HMU-PC fluorogenic substrate, 60 min. Potency, µM (doses to about 57.5 µM), for the others: top-dose activity change, negative = inhibition, usual class: inhibitors. 340,000 tested, 0.006% active. AID 504937; also: potency is read from the fitted curve at half-maximal effect
# Target sequence (P17405 47-631 limits assumed): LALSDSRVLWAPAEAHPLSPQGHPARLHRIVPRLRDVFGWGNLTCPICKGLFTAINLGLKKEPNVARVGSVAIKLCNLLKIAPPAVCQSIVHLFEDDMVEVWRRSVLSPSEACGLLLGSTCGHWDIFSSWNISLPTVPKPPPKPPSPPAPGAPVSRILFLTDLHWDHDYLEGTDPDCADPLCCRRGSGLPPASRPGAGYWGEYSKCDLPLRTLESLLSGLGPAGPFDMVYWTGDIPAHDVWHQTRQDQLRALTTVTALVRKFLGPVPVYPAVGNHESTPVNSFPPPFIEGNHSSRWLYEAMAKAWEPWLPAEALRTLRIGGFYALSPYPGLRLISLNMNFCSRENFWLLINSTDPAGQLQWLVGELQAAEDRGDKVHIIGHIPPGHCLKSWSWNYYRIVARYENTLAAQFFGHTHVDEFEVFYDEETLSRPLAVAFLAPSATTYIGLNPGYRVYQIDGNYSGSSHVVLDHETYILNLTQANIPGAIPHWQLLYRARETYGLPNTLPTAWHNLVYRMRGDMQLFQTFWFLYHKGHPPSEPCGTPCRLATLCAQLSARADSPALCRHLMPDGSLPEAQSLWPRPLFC
#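 Fluorogenic HMU-PC substrate (9 uM final) is turned over by placental ASM in 60 min at 37 C after a 10 min compound preincubation. Reaction ended by alkaline stop (pH 10), with fluorescence read at 386/447 nm.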
# Tb PFK inh: inhibitors of T. brucei phosphofructokinase | O15648 | Potency, µM (top dose mostly 57.5 µM), for the others: at the highest dose activity, negative = inhibition, actives largely listed as inhibitors | 330,000 tested, 0.17% active | T. brucei PFK, ADP-Glo luminescence | AID 485367;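 also: potency is read from the fitted curve at half-maximal effect; 0% = uninhibited 1x PFK enzyme wells and -100% = no-enzyme wells; nearly all actives have a fitted effect of over 60% in size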
#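 Activity is normalized to no-enzyme wells (full inhibition) and 1.25 nM enzyme wells (no inhibition). Reaction: 0.5 mM F6P, 0.1 mM ATP, 45 min RT, ADP-Glo luminescence; concentration-response curves fitted and classed by quality.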
# Mito fusion act: mitochondrial division inhibition or fusion activation; 320,000 tested, 0.23% active; AID 485298; Potency, µM (top dose mostly 46.1 µM), without a hit: at the highest dose growth rescue (activation), usual class: activators; S. cerevisiae fusion-defective mutant growth rescue, CellTiterGlo 48 h;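 also: potency is read from the fitted curve at half-maximal effect; % of control where 0% means no effect; nearly all actives have a fitted effect of over 45% in size; temperature-sensitive fusion mutants such as fzo1-1 at 37 °C on non-fermentable ethanol glycerol medium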
#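 Read-out: ATP-based luminescence (CellTiterGlo, 10 min ambient) reporting growth of fusion-defective ts yeast after 48 hours at 37C on glycerol/ethanol YPEG medium in the presence of compound.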
# a7 integrin act: activates integrin-mediated alleviation for muscular dystrophy | 350,000 tested, 0.064% active | Potency, µM (titrated, usually from 38.3 µM), inactives show at the highest dose activation, actives largely listed as activators | alpha7betagal myoblasts, beta-gal FDG fluorescence, 48 h;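 also: potency is read from the fitted curve at half-maximal effect; 100% = response of the positive control SU9516; nearly all actives have a fitted effect of over 60% in size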
#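 Alpha7betagal+/- myoblasts (passage 13) were plated 16-24 hr, then exposed to compounds (1:260 dilution of DMSO stock) for 48 hours at 37C. After MPER lysis, β-galactosidase reporter activity was read as FDG fluorescence (ex 480/em 540) after 30 minutes.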
# TSHR antagonist: antagonists of human thyroid stimulating hormone receptor; TSHR-expressing cells, TSH-stimulated cAMP HTRF, 2 h; stronger effect = lower value; activity change, negative = inhibition, % at 11.5 µM; 330,000 tested, 0.2% active; AID 504810;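 active = activity change below a set negative limit, meaning inhibition stronger than a set level, cut at about -70% in these data; inconclusive = activity change between two set negative limits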; also: % is scaled to controls: 0 for no effect and ±100 for the full control effect
#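 Read-out is FRET at 665 nm (cryptate excitation 337 nm) from a cryptate-tagged anti-cAMP antibody, competed by cell cAMP against cAMP-d2. Compounds are tested on freshly harvested TSHR cells challenged with 4nM TSH (EC80) for 2 hours at 37 deg C.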
# TSG101-PTAP inh: blocks PTAP/TSG101 interaction to inhibit HIV-1 budding; Q99816; Fluorescence polarization, FITC-PTAP peptide / Tsg101 binding; Potency, µM (titrated, usually from 115 µM), for the others: at the top dose activity change, negative = inhibition, actives largely listed as inhibitors; 340,000 tested, under 10 active; AID 493005; active = well fitted inhibition curve with a large enough effect in the main read-out, with a control signal flat, not every such curve was filed as active; inconclusive = small, poorly fitted or top-dose-only effect, or effect the other way, or a change in a side signal; inactive = no such curve, though single readings can be large or run the other way; also: potency is read from the fitted curve at half-maximal effect; % of control where 0% means no effect
# Target sequence (Q99816 whole entry, looked up): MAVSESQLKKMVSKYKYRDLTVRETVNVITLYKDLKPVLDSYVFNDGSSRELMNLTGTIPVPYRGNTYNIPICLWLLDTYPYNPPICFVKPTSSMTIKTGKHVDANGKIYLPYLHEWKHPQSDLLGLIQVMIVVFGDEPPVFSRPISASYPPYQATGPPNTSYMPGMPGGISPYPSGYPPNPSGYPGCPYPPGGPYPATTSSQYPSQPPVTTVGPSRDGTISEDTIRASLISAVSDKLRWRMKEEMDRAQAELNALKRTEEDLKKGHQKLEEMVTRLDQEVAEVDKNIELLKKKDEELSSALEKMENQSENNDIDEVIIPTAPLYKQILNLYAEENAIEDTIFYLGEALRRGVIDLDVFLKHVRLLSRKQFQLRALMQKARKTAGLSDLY
#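 Fluorescence polarization binding of Tsg101 binding domain (10 uM final) to FITC-labeled PTAP peptide (50 nM final) in HEPES pH 7.5 buffer with NaCl, Tween 20, EDTA, TCEP. Compounds added before peptide; binding 20 min at RT.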
# TCR activator: activators of T cell receptors | primary human leukocytes, anti-CD3, IL-2 HTRF, 48 h | AID 504894 | 330,000 tested, under 10 active | Potency, µM (series often up to 9.22 µM), inactives show at the highest dose activation of IL-2 secretion, hits mostly activators; also: % of control where 0% means no effect
#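 Compounds are tested in HTS on primary human leukocytes co-incubated with a-CD3 beads for 48 hr. IL-2 output is measured by time-resolved FRET.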
# Eya2 phos inh: blocks the phosphatase activity of human Eya2; O00167; recombinant Eya2, OMFP fluorescence dephosphorylation (OMFP is methylfluorescein phosphate); Potency, µM (doses to about 76.9 µM), without a hit: top-dose activity, negative = inhibition, usual class: inhibitors; 330,000 tested, 0.006% active; AID 488837; also: potency is read from the fitted curve at half-maximal effect; % is scaled to controls: 0 for no effect and ±100 for the full control effect
#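 Eya2 (0.2 uM) preincubated 10 min at ambient with compound, then OMFP substrate added at 50 uM; 10 min reaction in 50 mM HEPES pH 7.5, 50 mM NaCl, 5 uM MgCl2, 0.05% BSA, 1 mM DTT. Fluorescence read at Ex 485/Em 525 nm.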
# Active calls of the source: *; ? = inconclusive; . = no result given; [ ] = another dose, or the depositor's remark. Unless noted, calls follow the shape of the dose curve; as a rule, active = well fitted curve in the direction sought with a large enough effect; inconclusive = small, poorly fitted or top-dose-only effect, or another doubt; inactive = no such curve, though single readings can be large; an effect the other way counts as inactive or inconclusive.
item	compound	AT treatment	Chronic BCR inh	ELG1 DNA repair	ASM inhibitor	Tb PFK inh	Mito fusion act
1	O=S(=O)(/N=C(/NS(=O)(=O)c1ccccc1)c1ccccc1)c1ccccc1	-4%	-12%	-12%	5%	1%	-5%
2	Cc1cccc(OCCOc2ccccc2C=C(C#N)C#N)c1	7%	?	?	2%	-6%	0%
3	Cc1ccc(/C=C/C(=O)N2CCN(S(=O)(=O)c3c(C)c(C)cc(C)c3C)CC2)o1	-1%	7%	-17%	-4%	?	12%
4	C/C(Cn1nc([N+](=O)[O-])cc1C)=N\NC(=O)COc1ccccc1[N+](=O)[O-]	-4%	?	-4%	-1%	2%	-2%
5	CC1(C)N=C(N)N=C(N)N1c1ccc(F)cc1F	0%	-5%	1%	1%	-5%	-2%
6	Fc1ccc2[nH]c3c(N4CCN(c5ccccc5)CC4)ncnc3c2c1	1%	?	7.3µM*	-18%	5%	?
7	COc1ccccc1NC(=O)c1sc2nc(Cc3ccccc3)cc(C(F)(F)F)c2c1N	9%	?	3%	13%	7%	-4%
8	Cc1ccc(NC=C(S(=O)(=O)c2ccccc2)S(=O)(=O)c2ccccc2)cc1	-5%	2%	-5%	5%	-4%	2%
9	O=C(Nc1ccc(N2CCCC2)cc1)c1ccc([N+](=O)[O-])cc1Cl	-1%	-9%	?	-1%	-5%	-6%
10	Cc1c(C)c2ccc(OCC(=O)Nc3ccccc3C(N)=O)cc2oc1=O	2%	-1%	-26%	-3%	2%	1%
11	Cc1c(C)n(C(=O)CN2CCN(c3ccccc3)CC2)c2ccccc12	.	-9%	8%	-3%	8%	?
12	COc1cccc(C(=O)N(CN2CCCC2=O)c2cccc(Cl)c2)c1	4%	3%	-2%	0%	2%	-4%

item	a7 integrin act	TSHR antagonist	TSG101-PTAP inh	TCR activator	Eya2 phos inh
1	-5%	-2	-6%	1%	1%
2	-28%	-14	0%	-3%	-2%
3	-28%	-5	-6%	-9%[46.1 µM]	3%
4	?	40	-6%	-10%[46.1 µM]	-10%
5	-24%	1	-1%	10%	14%
6	-55%[inhibitor]	-89*	-2%	-1%	1%
7	9%	12	?	-11%	12%
8	10%	23	1%	-8%[46.1 µM]	-5%
9	-3%	13	-3%	4%[46.1 µM]	2%
10	-11%	-2	0%	5%	4%
11	23%	-22	-1%	-3%	8%
12	14%	8	-4%	5%	-19%

# Another view of 7 compounds above:
1) O=S(=O)(/N=C(/NS(=O)(=O)c1ccccc1)c1ccccc1)c1ccccc1
2) Cc1cccc(OCCOc2ccccc2C=C(C#N)C#N)c1
3) Cc1ccc(/C=C/C(=O)N2CCN(S(=O)(=O)c3c(C)c(C)cc(C)c3C)CC2)o1
4) C/C(Cn1nc([N+](=O)[O-])cc1C)=N\NC(=O)COc1ccccc1[N+](=O)[O-]
5) CC1(C)N=C(N)N=C(N)N1c1ccc(F)cc1F
6) Fc1ccc2[nH]c3c(N4CCN(c5ccccc5)CC4)ncnc3c2c1
7) COc1ccccc1NC(=O)c1sc2nc(Cc3ccccc3)cc(C(F)(F)F)c2c1N

screen / no.	1	2	3	4	5	6	7
AT treatment	-4%	7%	-1%	-4%	0%	1%	9%
Chronic BCR inh	-12%	?	7%	?	-5%	?	?
ELG1 DNA repair	-12%	?	-17%	-4%	1%	7.3µM*	3%
ASM inhibitor	5%	2%	-4%	-1%	1%	-18%	13%
Tb PFK inh	1%	-6%	?	2%	-5%	5%	7%
Mito fusion act	-5%	0%	12%	-2%	-2%	?	-4%
a7 integrin act	-5%	-28%	-28%	?	-24%	-55%[inhibitor]	9%
TSHR antagonist	-2	-14	-5	40	1	-89*	12
TSG101-PTAP inh	-6%	0%	-6%	-6%	-1%	-2%	?
TCR activator	1%	-3%	-9%[46.1 µM]	-10%[46.1 µM]	10%	-1%	-11%
Eya2 phos inh	1%	-2%	3%	-10%	14%	1%	12%

# Following part.
item	compound	AT treatment	Chronic BCR inh	ELG1 DNA repair	ASM inhibitor	Tb PFK inh	Mito fusion act
13	COc1cc2c(cc1OC)CN(C(=O)c1sc(-c3cnccn3)nc1C)CC2	4%	5%	-1%	2%	3%	5%
14	C=CCNCCCCOc1ccc(OCc2ccccc2)cc1	0%	?	?	-4%	3%	-2%
15	Cc1ccc(C(=O)Nc2ccccc2C(=O)O)cc1S(=O)(=O)NCc1ccccc1	0%	-1%	7%	7%	1%	12%
16	C/C(=N\NC(=O)CCc1c[nH]c2ccccc12)c1ccc([N+](=O)[O-])cc1	6%	-2%	-18%	-6%	-2%	1%
17	O=C(CN(C(=O)CNS(=O)(=O)c1ccccc1)C1CCCC1)NCc1ccco1	6%	1%	-1%	4%	-1%	-2%
18	CN(C)CCNC(=O)C(=O)NCC1CCCN1S(=O)(=O)c1cccs1 (configuration not stated)	1%	6%	1%	2%	0%	-5%
19	COc1ccc([C@@H]2[C@@H]3C(=O)N(C(C)(C)C)C(=O)[C@@H]3[C@]3(Cc4ccccc4)C(=O)N(c4ccc(OC)cc4)C(=O)N23)cc1	18%	1%	27%	1%	0%	-2%
20	Cc1c(NC(=O)CSc2n[nH]c(=O)n2-c2ccccc2)c(=O)n(-c2ccccc2)n1C	3%	-6%	12%	1%	1%	0%
21	CCc1ccc(N2CC(C(=O)NCc3ccc4c(c3)OCO4)CC2=O)cc1 (configuration not stated)	13%	?	3%	-4%	-1%	-2%
22	CCCCN1CC(O)=C(c2nc(-c3ccc(Br)cc3)cs2)C1=N	1%	?	?	-4%	-4%	-2%
23	CCc1nnc(NC(=O)CC(CN(C)S(=O)(=O)c2ccccc2)c2ccccc2)s1 (configuration not stated)	-2%	3%	?	-1%	-7%	0%
24	COc1ccc(CCNC(=O)CCCN2C(=O)c3ccccc3C2=O)cc1	-2%	12%	-15%	-1%	1%	-3%

item	a7 integrin act	TSHR antagonist	TSG101-PTAP inh	TCR activator	Eya2 phos inh
13	-8%	23	-1%	6%	?
14	-35%	-2	-4%	-5%	-6%
15	-19%	-13	-1%	1%	10%
16	-3%	-5	0%	9%[46.1 µM]	-5%
17	2%	-13	-5%	4%	23%[15.4 µM]
18	14%	12	-2%	5%	?
19	7%	-7	0%	13%	21%
20	-6%	-1	-1%	-3%	-4%
21	12%	-10	-1%	5%	-2%
22	-7%	4	-1%	0%	-1%
23	15%	-11	-1%	5%	-13%
24	9%	-10	-1%	-1%	-14%

# Next part
item	compound	AT treatment	Chronic BCR inh	ELG1 DNA repair	ASM inhibitor	Tb PFK inh	Mito fusion act
25	CCOc1ccc(NC(=O)c2cccc(OC(=S)N3CCOCC3)c2)cc1	0%	?	-10%	1%	-3%	6%
26	C=CCNC(=O)NC(=O)COC(=O)/C(C#N)=C/c1cc(C)n(CCC(C)C)c1C	0%	0%	5%	104%[activator]	0%	-1%
27	O=c1cc(CN2CCN(c3ccc(F)cc3)CC2)nc2sccn12	-15%	?	5%	1%	0%	-4%
28	CCn1ccnc1[C@@H]1C[C@H]2CN(c3ccccc3OC)C(=O)[C@]23CCCN13	-1%	?	14%	3%	-2%	1%
29	COc1cc(C(=O)NCCc2ccc3c(c2)OCCO3)ccc1OCC(=O)N1CCOCC1	5%	?	-19%	4%	4%	21%

item	a7 integrin act	TSHR antagonist	TSG101-PTAP inh	TCR activator	Eya2 phos inh
25	-38%	-7	4%	2%	-2%
26	-27%	4	.	.	7%
27	-13%	11	-6%	-5%	-32%
28	5%	14	-1%	-11%	-1%
29	-16%	14	-1%	5%	10%
